Screening results from PubChem BioAssay.
DAX1 inh-1: inhibitors of human orphan nuclear receptor DAX1 (NR0B1); P51843; HEK293 Gal4-DAX1 luciferase reporter, luminescence; inhibition, % at 6.75 µM; actives 0.99% (n = 340,000); AID 504766;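 active = inhibition above the mean over all tested compounds plus 3 SD, cut at about 4.2% in these data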;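 note: 0% = DAX1-transfected cells with DMSO and 100% = empty-vector control cells with DMSO; inhibition shows as a rise in luminescence from relieved DAX1 repression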
HGIII-sPLA2 inh: Blocks human group III sPLA2 activity. actives 0.56% (n = 370,000). Q9NZ20. QFRET BODIPY PC-A2 liposome hydrolysis, fluorescence. inhibition, % at 12.2 µM. AID 743126;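 active = inhibition above mean plus 3 SD of compounds lying within the high and low control bounds, cut at about 19% in these data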;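 note: 0% = median of test compound wells and 100% = no enzyme DMSO wells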
FXN GAA850 act: increases GAA850 frataxin promoter reporter activity; HEK293 lucGAA850 FXN promoter luciferase reporter, 24 h; percent of 10 µM SAHA response; activation, % at 6 µM; actives 0.56% (n = 360,000);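 active = activation above the average of all compounds screened plus 3 SD, cutoff fixed separately per campaign, cut at about 7.5% in these data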;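 note: 0% = DMSO wells and 100% = 10 µM SAHA wells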
NPR2 activator: GC-B (human) receptor activation; AID 1920062; P20594; activation, % at 10 µM; HEK293-GC-B cells, CNP EC30, cGMP TR-FRET; 0% at EC30 CNP, 100% saturating CNP; actives 0.11% (n = 370,000);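 active = activation at 10 µM reaching about 35% in either raw or pattern-adjusted values, limit read from the data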
DAX1 inh-2: blocks DAX1 repression of SF-1 activated StAR promoter | HEK293T StAR-luciferase reporter, SF-1/DAX-1 repression relief | inhibition, % at 6.8 µM | actives 1.1% (n = 370,000) | AID 652010;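 active = inhibition above the mean over all tested compounds plus 3 SD, cut at about 3.6% in these data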;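 note: 0% = DAX-1 cells with DMSO and 100% = cells lacking DAX-1 with DMSO; higher inhibition means more luminescence from relief of DAX-1 repression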
SMARCA2 act: increases SMARCA2 function in MMTV reporter cells; actives 1% (n = 370,000); activation, % at 9.1 µM; MG213 cells, MMTV-luciferase reporter, dexamethasone, overnight; in the data active = activation above about 7.8%;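 note: 0% = vehicle wells and 100% = reference activator wells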
hgDAF12 agonist: hgDAF-12 agonism, primary luciferase screen | HEK293 GAL4-hgDAF12 UAS-luciferase reporter, agonist luminescence; normalized to butyrate control | activation, % at 6.8 µM | actives 1.8% (n = 370,000);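 active = activation above a cutoff set at the mean of all screened compounds plus 3 SD, cut at about 10% in these data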;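 note: 0% = DMSO wells and 100% = sodium butyrate wells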
NPR1 activator: GC-A (human) enzyme activation. P16066. HEK293 GC-A cells, cGMP TR-FRET, EC30 ANP; 0% at EC30 ANP, 100% saturating ANP. activation, % at 10 µM. actives 0.14% (n = 370,000); in the data active = activation above about 40%
Target sequence (P16066 whole entry, looked up): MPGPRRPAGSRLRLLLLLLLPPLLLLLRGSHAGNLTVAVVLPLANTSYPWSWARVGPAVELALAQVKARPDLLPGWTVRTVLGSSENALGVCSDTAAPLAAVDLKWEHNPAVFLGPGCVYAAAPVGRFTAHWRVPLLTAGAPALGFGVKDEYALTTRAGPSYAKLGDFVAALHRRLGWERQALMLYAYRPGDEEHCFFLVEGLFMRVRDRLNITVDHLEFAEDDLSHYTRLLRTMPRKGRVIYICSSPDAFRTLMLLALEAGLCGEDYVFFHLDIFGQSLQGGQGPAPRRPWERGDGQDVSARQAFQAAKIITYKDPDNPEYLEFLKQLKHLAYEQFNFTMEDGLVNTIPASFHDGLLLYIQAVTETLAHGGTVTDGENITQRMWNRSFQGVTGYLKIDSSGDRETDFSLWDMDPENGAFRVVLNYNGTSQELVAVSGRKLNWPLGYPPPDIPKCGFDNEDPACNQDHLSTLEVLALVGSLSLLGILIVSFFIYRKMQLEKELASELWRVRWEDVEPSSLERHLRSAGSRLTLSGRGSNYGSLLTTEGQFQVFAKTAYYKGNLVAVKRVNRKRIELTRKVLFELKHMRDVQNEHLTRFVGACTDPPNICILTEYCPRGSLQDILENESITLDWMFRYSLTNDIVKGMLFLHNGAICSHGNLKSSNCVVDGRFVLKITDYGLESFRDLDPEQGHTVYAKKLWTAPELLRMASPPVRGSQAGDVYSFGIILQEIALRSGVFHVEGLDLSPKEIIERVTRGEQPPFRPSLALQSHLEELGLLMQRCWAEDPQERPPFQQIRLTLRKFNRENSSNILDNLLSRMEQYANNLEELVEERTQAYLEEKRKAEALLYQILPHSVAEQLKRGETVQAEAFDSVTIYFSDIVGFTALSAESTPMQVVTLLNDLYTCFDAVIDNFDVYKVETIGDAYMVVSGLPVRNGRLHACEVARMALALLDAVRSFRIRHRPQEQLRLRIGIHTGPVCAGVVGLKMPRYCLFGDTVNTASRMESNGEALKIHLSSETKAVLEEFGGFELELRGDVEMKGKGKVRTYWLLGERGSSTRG
ssDAF-12 act: S. stercoralis DAF-12 activation, primary screen; HEK293 ssDAF-12/GRIP1 lit1-tk-luc reporter, luminescence; % of 3 µM dafachronic acid response; actives 1% (n = 370,000); activation, % at 6.8 µM;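 active = activation above the mean over all tested compounds plus 3 SD, cut at about 0.9% in these data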;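 note: 0% = DMSO-only wells and 100% = 3 µM delta7-dafachronic acid wells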
proKLK7 act: activates the human kallikrein-7 zymogen | P49862 | purified proKLK7, EDANS-DABCYL substrate fluorescence; 100% is mature enzyme control, 0% vehicle | activation, % at 7 µM | actives 0.9% (n = 370,000) | AID 652039;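 active = activation above the mean of all tested compounds plus 3 SD, computed per campaign excluding outliers beyond control limits, cut at about 13% in these data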
hcDAF-12 act: activates DAF-12 receptor from parasite H. contortus; HEK293 hcDAF-12 lit1-tk-luc reporter, luminescence; 0% DMSO, 100% Δ7-dafachronic acid; activation, % at 6.8 µM; actives 1.4% (n = 370,000); AID 652067;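 active = activation above the mean of all tested compounds plus 3 SD, cut at about 5.5% in these data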;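 note: 100% = response to 3 µM Δ7-dafachronic acid high control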
The depositor's hits bear a star; . = not tested or not shown.

SMILES | DAX1 inh-1 | HGIII-sPLA2 inh | FXN GAA850 act | NPR2 activator | DAX1 inh-2 | SMARCA2 act | hgDAF12 agonist | NPR1 activator | ssDAF-12 act | proKLK7 act | hcDAF-12 act
COc1ccc(N/C=C/C(=O)C(F)(F)F)cc1 | -0.4 | 15 | 0.5 | 0 | -0.2 | -2 | -0.6 | 0 | -0.9 | 1.5 | -1.1
C[C@@H]1CN([C@@H](C)CO)C(=O)CCCn2nncc2CO[C@H]1CN(C)Cc1cccnc1 | 3.7 | 6 | -1.1 | 2 | 0.0 | 0 | 1.9 | 3 | -0.2 | 0.2 | -1.0
COC(=O)c1cc(NC(=O)C2(S(=O)(=O)c3ccc(Cl)cc3)CC2)cc(C(=O)OC)c1 | -0.4 | -3 | -4.8 | -4 | 0.6 | -2 | -2.2 | -8 | 0.2 | -0.4 | 2.1
O=C(CSc1nc2ccccc2c(=O)n1NC(=O)Cc1ccccc1)NCCc1ccccc1 | -0.5 | 2 | -2.4 | 3 | -0.2 | 1 | -0.9 | -2 | -1.4 | 0.5 | 0.1
O=C(O)c1ccc(COc2ccc3ccccc3c2)o1 | -1.3 | 1 | 3.0 | 0 | 1.9 | 8.6* | 10* | 2 | -0.9 | 0.0 | 2.9
Cc1ccccc1Cc1n[nH]c(=S)n1N | -0.1 | 10 | -0.9 | -1 | 0.3 | -3 | -3.7 | 1 | -1.2 | 0.0 | -0.4
Cc1ccc(-n2[nH]c(C)c(/C=N/c3ccccn3)c2=O)cc1 | 0.5 | 3 | 1.6 | 0 | 0.3 | -2 | -0.2 | 3 | -0.8 | -0.1 | 1.3
O=C(N/N=C/c1ccc(Cl)cc1)c1nc2ccc([N+](=O)[O-])cc2c(=O)[nH]1 | -0.2 | 8 | 0.1 | -8 | 0.0 | -1 | 1.5 | -3 | -1.1 | 3.8 | -0.8
CN(Cc1cccs1)C(=O)Cn1cnc2cc([N+](=O)[O-])ccc2c1=O | 1.8 | 6 | 0.5 | -1 | 0.3 | -2 | -1.2 | 0 | -1.3 | -0.8 | -1.4
N=C1S/C(=C\c2ccccc2F)C(=O)N1c1ccc(F)cc1 | 0.1 | -1 | -1.1 | -2 | -0.8 | 1 | 0.2 | 6 | -1.5 | 0.5 | -0.1
O=C(NCC(c1cccnc1)N1CCN(c2ccccc2F)CC1)OCc1ccccc1 (stereo unspecified) | -1.8 | -1 | -0.4 | 2 | -0.7 | -2 | -0.1 | 2 | -1.9 | 0.8 | -2.8
Cc1[nH]c2ccccc2c1-c1csc(NC(=O)CN2CCOCC2)n1 | 0.1 | 7 | 0.9 | 2 | 0.3 | -5 | -6.7 | 3 | -1.7 | 0.3 | -0.8
O=C(NC12CC3CC(CC(C3)C1)C2)c1ccc(-c2ccc(Cl)cc2)o1 | 2.9 | -2 | 2.8 | 1 | 0.0 | 0 | -0.8 | -3 | -1.2 | 0.4 | -1.8
O=C(CSc1nnc(Cc2cc(=O)[nH]c(=O)[nH]2)n1-c1ccccc1)N1CCCC1 | 1.5 | -3 | 2.4 | 1 | 0.1 | 0 | -1.2 | -3 | -0.9 | 0.5 | -2.2
C[C@]12CC[C@H](O)CC1=CCC1C2CC[C@@]2(C)C1CC[C@@H]2NCc1ccccc1 (stereo partly specified) | 0.4 | -4 | -0.6 | -7 | 0.4 | -1 | -0.6 | -17 | -1.1 | 0.3 | -1.2
O=C(Nc1ccncc1)c1ccc(Cl)c(Cl)c1 | -0.7 | -8 | 2.7 | -3 | -0.5 | -1 | -1.3 | -5 | -1.7 | -0.5 | -0.1
COC(=O)c1cc(N=C(N)N=C(N)N)cc(C(=O)OC)c1 | 0.8 | -1 | -0.4 | 3 | -0.1 | 4 | 1.0 | -3 | -1.4 | 0.4 | -0.7
O=C(c1ccco1)N1CCN(S(=O)(=O)c2ccc3c(c2)CCN3C(=O)C2CC2)CC1 | -1.1 | -4 | 0.7 | 4 | -0.3 | -6 | -0.7 | 5 | -0.7 | -0.6 | -2.2
C[C@@H]1CN([C@@H](C)CO)C(=O)Cc2cc(NS(=O)(=O)c3cn(C)cn3)ccc2O[C@@H]1CN(C)C(=O)Nc1ccccc1 | 1.2 | 3 | -0.6 | 4 | -0.1 | 1 | 1.1 | -2 | -1.6 | 0.3 | -1.5
CN(C)NC(=O)c1cccc(Cl)c1 | . | -8 | -1.0 | 6 | 0.2 | 1 | 0.8 | -1 | -0.5 | 0.6 | -2.5
Cc1ccc(S(=O)(=O)N(C)C)cc1NC(=O)CN1CCCC1 | 0.6 | -3 | 3.2 | -3 | 0.5 | 0 | -0.9 | -2 | -1.2 | -0.1 | -1.7
O=C(O)/C=C\c1ccccc1Oc1ccc(F)cc1 | -0.6 | 0 | 4.2 | 0 | 0.1 | -2 | 4.0 | 0 | -1.5 | -0.7 | -2.0
CCN(Cc1ccccc1)c1ccc(/C=N/NS(=O)(=O)c2ccc(C)c([N+](=O)[O-])c2)cc1 | -0.5 | 11 | 2.6 | 8 | -1.4 | -3 | 0.6 | 3 | -1.7 | -0.6 | -0.1
CCn1cc(C(=O)O)c(=O)c2cnc(N3CCN(C(=S)Nc4ccccc4Cl)CC3)nc21 | 1.1 | 7 | -0.6 | -2 | 0.3 | 1 | 2.2 | 1 | 0.1 | 0.2 | -1.8
OC(CNCCc1ccc(Cl)cc1Cl)COc1ccccc1 (stereo unspecified) | 0.0 | -2 | 0.5 | -6 | -0.5 | -3 | -1.3 | 3 | -0.9 | -0.7 | -2.5
Cc1ccc(C(=O)NCCCN2CCOCC2)c(C)c1 | 1.1 | -4 | 1.1 | 8 | 0.6 | 3 | 3.8 | -2 | -0.7 | -0.6 | 1.3
O=c1c2cccc(Cl)c2nc2n1Cc1ccccc1-2 | 2.2 | -1 | 0.9 | 2 | 0.2 | 8 | 1.0 | 5 | 0.0 | 0.0 | 0.2
COc1cc(C(=O)OCC(=O)c2c[nH]c3ccccc23)ccc1OCC(=O)N1CCOCC1 | -0.7 | -5 | -1.0 | 0 | -0.2 | -4 | -1.5 | -5 | -0.1 | -0.4 | 0.1
CC(=O)Nc1ccc(S(=O)(=O)N(C)CC(=O)N2CCN(C(=O)c3ccco3)CC2)cc1 | 1.8 | 6 | 0.5 | 2 | -0.1 | 0 | 3.0 | 1 | -1.1 | 0.3 | 0.8
C[C@H]1NC(=O)[C@@]2(C)[C@@H](c3ccccc3)[C@H]3COc4ccccc4[C@H]3N2C1=O | -0.1 | 3 | 1.4 | -7 | -0.3 | 1 | 0.1 | -2 | -1.1 | 1.2 | -0.5

Filtered by structure, those above with a COOH group (three)
SMILES | DAX1 inh-1 | HGIII-sPLA2 inh | FXN GAA850 act | NPR2 activator | DAX1 inh-2 | SMARCA2 act | hgDAF12 agonist | NPR1 activator | ssDAF-12 act | proKLK7 act | hcDAF-12 act
O=C(O)c1ccc(COc2ccc3ccccc3c2)o1 | -1.3 | 1 | 3.0 | 0 | 1.9 | 8.6* | 10* | 2 | -0.9 | 0.0 | 2.9
O=C(O)/C=C\c1ccccc1Oc1ccc(F)cc1 | -0.6 | 0 | 4.2 | 0 | 0.1 | -2 | 4.0 | 0 | -1.5 | -0.7 | -2.0
CCn1cc(C(=O)O)c(=O)c2cnc(N3CCN(C(=S)Nc4ccccc4Cl)CC3)nc21 | 1.1 | 7 | -0.6 | -2 | 0.3 | 1 | 2.2 | 1 | 0.1 | 0.2 | -1.8

Continuation.
SMILES | DAX1 inh-1 | HGIII-sPLA2 inh | FXN GAA850 act | NPR2 activator | DAX1 inh-2 | SMARCA2 act | hgDAF12 agonist | NPR1 activator | ssDAF-12 act | proKLK7 act | hcDAF-12 act
Cc1nn(CCCC(=O)NCCc2ccc(Cl)cc2)c(=O)c2nn(-c3ccccc3)c(C)c12 | -0.1 | 3 | 0.6 | -2 | -1.1 | -4 | 1.6 | -14 | -1.5 | -0.2 | -0.7
O=C(COC(=O)c1cc(-c2cccc3ccccc23)nc2ccccc12)NC1CCS(=O)(=O)C1 (stereo unspecified) | -0.7 | -27 | -0.3 | 5 | -0.2 | -3 | -0.4 | -2 | -1.5 | 2.6 | 0.1
CCOC(=O)COc1cc2oc(=O)cc(C)c2cc1[N+](=O)[O-] | 1.1 | 1 | -0.1 | 13 | -0.1 | 0 | -1.5 | 7 | -1.7 | 0.4 | 0.9
Cc1cc(C)nc(SCc2nnc(SCC(N)=O)n2Cc2ccco2)n1 | 0.3 | -4 | 3.2 | -7 | -0.1 | 1 | 0.2 | -1 | -0.8 | -0.1 | -1.8
O=C(COC(=O)/C=C/c1cnc2ccccc2n1)NCC(F)(F)F | -0.3 | 6 | 0.9 | 3 | 0.0 | -2 | -1.9 | -4 | -0.5 | -0.8 | 1.1
O=Cc1cccc(OC(=O)/C=C/c2ccco2)c1 | -0.5 | -6 | 5.8 | -2 | 0.3 | 4 | 3.7 | -12 | -1.3 | -0.1 | -1.0
CCOC(=O)CCC(NC(=O)CCCCC(=O)NC(CCC(=O)OCC)C(=O)OCC)C(=O)OCC (stereo unspecified) | 1.3 | 0 | 2.5 | 0 | -0.5 | -4 | 2.4 | 4 | -1.2 | -0.2 | -1.6
CC1CC(C)(C)CC2(C1)NC(=O)N(CC(=O)N1CCN(Cc3ccc(C#N)cc3)CC1)C2=O (stereo unspecified) | -3.9 | 3 | 0.5 | -1 | -6.4 | -3 | -3.1 | 1 | -1.2 | 0.5 | -2.4
C=CCNC(=S)NNC(=O)c1csc(C)c1C | 0.5 | 24* | 3.1 | 4 | -0.4 | -2 | 1.3 | -2 | -1.8 | -0.1 | -2.5
CCc1cccc(CC)c1NC(=O)c1cccc(NC(=O)c2ccccc2)c1 | -1.8 | -15 | 1.1 | 6 | -1.4 | -2 | -3.5 | 5 | -2.1 | 0.1 | -1.5
Cc1cccc2sc(N(CCCN(C)C)C(=O)COc3ccc(Cl)cc3)nc12 | 4.3* | -13 | -0.8 | -8 | 1.2 | 0 | 0.9 | -9 | -0.6 | 0.1 | 0.2
Cc1cc(NC(=O)c2cc(F)c(F)cc2Cl)no1 | 0.7 | 5 | 1.6 | 1 | -0.5 | -4 | -1.1 | 0 | -1.8 | -0.7 | 0.4
CN(C)CCNC(=O)C(=O)NCC(c1ccc2c(c1)OCO2)N1CCN(c2ccc(F)cc2)CC1 (stereo unspecified) | 0.3 | 0 | -1.7 | 6 | -0.8 | 3 | 1.1 | 1 | -0.4 | 0.4 | -1.5
CC(C)(C)c1ccc(S(=O)(=O)N2CCCC2C(=O)N2CCc3ccccc3C2)cc1 (stereo unspecified) | . | -2 | . | 2 | 0.1 | 1 | 0.4 | 0 | -0.7 | 0.2 | 1.9
Fc1ccc2c(c1)/C(=N/Nc1ccccn1)CCS2 | 1.3 | 9 | 3.0 | -11 | -1.8 | -5 | 6.0 | -7 | -0.4 | -1.4 | 2.4

Copied from the list.
Result of CC(C)(C)c1ccc(S(=O)(=O)N2CCCC2C(=O)N2CCc3ccccc3C2)cc1 (stereo unspecified) under NPR2 activator: 2
Result of Cc1cccc2sc(N(CCCN(C)C)C(=O)COc3ccc(Cl)cc3)nc12 under HGIII-sPLA2 inh: -13
